# CCR6 antagonist: antagonists of human CCR6 receptor. P51684. CHO-K1 CCR6 PathHunter beta-arrestin, luminescence, CCL20-stimulated. inhibition, % at 20 µM. hit rate 0.49% among 340,000. AID 493098;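 active means compounds whose inhibition of the agonist-driven luminescence signal at 20 µM reaches about 50%, limit read from the data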;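 further: cells stimulated with CCL20 at 14 nM final; plate controls were DMSO with CCL20 for no effect and DMSO without agonist for full effect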
# Target sequence (P51684 whole entry, looked up): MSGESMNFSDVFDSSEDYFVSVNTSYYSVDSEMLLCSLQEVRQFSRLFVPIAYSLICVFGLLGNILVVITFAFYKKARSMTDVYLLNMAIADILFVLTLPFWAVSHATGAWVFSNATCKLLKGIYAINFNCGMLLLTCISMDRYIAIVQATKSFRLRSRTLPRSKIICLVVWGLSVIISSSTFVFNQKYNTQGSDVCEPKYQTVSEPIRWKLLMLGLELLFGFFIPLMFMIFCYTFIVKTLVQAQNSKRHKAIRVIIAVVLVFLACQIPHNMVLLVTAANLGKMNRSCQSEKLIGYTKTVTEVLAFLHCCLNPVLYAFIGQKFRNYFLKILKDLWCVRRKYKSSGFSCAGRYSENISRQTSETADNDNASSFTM
# APOBEC3G inh: blocks human APOBEC3G single-stranded DNA deamination; Q9HC16; recombinant A3G, ssDNA deamination FAM/TAMRA fluorescence; inhibition, % at 20 µM; hit rate 0.28% among 330,000; AID 493012;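 active means inhibition of at least 40% at 20 µM, with no more than 30% in the related APOBEC3A deaminase screen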;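 further: plate controls were DMSO wells with A3G for no effect and wells lacking A3G enzyme for full effect; some compounds called inactive have numbers as strong as hits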
# GRIN3A LBD mod: NR3A (human) ligand-binding domain modulation | hit rate 2.5% among 340,000 | Tm shift relative to glycine control, % at 25 µM | NR3A LBD differential scanning fluorimetry, Tm shift; 0% = protein alone, 100% = glycine-bound protein;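 active means melting temperature shift of at least 10% of the positive control shift, at one fixed dose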
# A3A deaminase: inhibitors of human APOBEC3A DNA deaminase; P31941; recombinant A3A, FAM/TAMRA ssDNA deamination fluorescence; inhibition, % at 20 µM; hit rate 0.41% among 330,000;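 active means at least 40% inhibition at 20 µM here, with at most 30% in a related deaminase screen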;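 further: plate controls were A3A with DMSO for no effect and wells lacking A3A enzyme for full effect; some results filed as inactive read as strong as hits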
# Target sequence (P31941 whole entry, looked up): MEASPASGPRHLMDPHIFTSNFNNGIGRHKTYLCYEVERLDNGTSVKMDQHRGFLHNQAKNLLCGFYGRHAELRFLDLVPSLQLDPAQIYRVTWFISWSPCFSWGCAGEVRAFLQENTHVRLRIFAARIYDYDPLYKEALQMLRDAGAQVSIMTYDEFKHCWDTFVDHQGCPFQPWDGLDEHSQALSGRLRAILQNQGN
# EBI2 antag: blocks human EBI2 receptor beta-arrestin signaling; P32249; EBI2 beta-arrestin recruitment, luminescence, 7a,25-OHC stimulated; inhibition, % at 5 µM; hit rate 0.81% among 360,000; in the data active means inhibition above about 38%;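 further: enzyme fragment complementation signal reports receptor beta-arrestin coupling in cells; 0% = agonist plus DMSO wells and 100% = wells without agonist; some results beyond the cut were filed as inactive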
# Target sequence (P32249 whole entry, looked up, the tested form may be a part): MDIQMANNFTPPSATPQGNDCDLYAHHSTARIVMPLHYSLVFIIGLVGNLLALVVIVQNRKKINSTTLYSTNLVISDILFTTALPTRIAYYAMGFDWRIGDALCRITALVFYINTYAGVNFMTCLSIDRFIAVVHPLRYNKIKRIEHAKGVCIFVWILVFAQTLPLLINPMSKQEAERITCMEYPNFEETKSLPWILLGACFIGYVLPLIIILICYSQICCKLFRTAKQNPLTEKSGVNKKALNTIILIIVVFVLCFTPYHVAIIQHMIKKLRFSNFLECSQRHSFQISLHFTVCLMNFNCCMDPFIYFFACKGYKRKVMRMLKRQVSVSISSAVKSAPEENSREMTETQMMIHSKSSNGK
# Gli-Sufu antag: antagonists of Gli-Sufu signaling. hit rate 0.74% among 340,000. inhibition, % at 5 µM. Sufu-KO-LIGHT fibroblasts, Gli luciferase reporter luminescence;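 active means inhibition above about 55%, limit read from the data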;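 further: 0% = DMSO-treated cells and 100% = wells with medium but no cells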
# MPTP inh: inhibitors of mitochondrial permeability transition pore; AID 602449; inhibition, % at 10 µM; hit rate 1.4% among 360,000; isolated mouse mitochondria, Ca2+ swelling absorbance, 30 min;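 active means inhibition of 50% or more, scaled per plate between neutral and stimulator controls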;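 further: 0% = DMSO wells given calcium and 100% = 1 mM EGTA wells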
# CXCR6 inh: inhibitors of human CXCR6 receptor; hit rate 0.36% among 360,000; CHO-K1 PathHunter CXCR6 beta-arrestin, luminescence; AID 602244; inhibition, % at 20 µM; O00574; in the data active means inhibition above about 34%, passing the limit was not always enough;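 further: antagonist mode with CXCL16 agonist at 10 nM final; 0% = 10 nM CXCL16 with DMSO and 100% = unstimulated wells without agonist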
# The depositor's hits bear a star; · = not tested or not shown.
SMILES,CCR6 antagonist,APOBEC3G inh,GRIN3A LBD mod,A3A deaminase,EBI2 antag,Gli-Sufu antag,MPTP inh,CXCR6 inh
CCc1nc2cccnc2n1-c1ccc(CC(=O)O)cc1,4,-6,-1,4,-4,5,2.1,-9
Cc1cc2ccccn2c1C(=O)c1ccc(S(=O)(=O)N(C)C)cc1,4,-2,-1,-1,-3,42,1.5,-10
Cc1occc1C(=O)NCCc1ccc(Cl)cc1,11,-4,0,2,8,-16,7.6,-3
O=C(CNC(=O)c1ccccc1Cl)N/N=C/c1ccc2c(c1)OCO2,1,0,-3,-6,-5,-14,1.1,-5
CCNc1nc(NCc2ccccc2)nc(SCC(N)=O)n1,3,-5,-1,2,-4,-8,-0.3,7
O=C(CNC(=O)c1ccc(Cl)cc1)NCC(F)(F)F,-6,-6,-1,3,0,-1,-0.3,1
Cc1ccc(CNC(=O)c2cnc(-c3ccccn3)nc2C(F)(F)F)cc1,5,-2,0,-1,2,-4,-0.9,-3
O=C(Nc1ccncc1)c1cccc(S(=O)(=O)N2CCN(c3ccc(F)cc3)CC2)c1,10,-8,-8,-3,7,32,2.2,-12
COc1cc(OC)c(/C=N/n2c(C3CCCCC3)n[nH]c2=S)c(OC)c1,-4,12,-2,-4,-8,9,-0.4,4
O=S(=O)(c1ccc(Cl)s1)N1CCN(CCc2ccccc2)CC1,5,-2,2,3,31,-1,-0.2,0
Cc1cc(C(F)(F)F)nn1CC(=O)Nc1cccnc1,-28,-5,2,-6,1,4,-1.8,-4
N#CCCn1cc(C(=O)N2CCOCC2)c(-c2ccc3c(c2)OCCO3)n1,11,-3,1,4,-5,-11,-3.5,-6

# Individual results from the results shown.
# CXCR6 inh result of `O=C(CNC(=O)c1ccccc1Cl)N/N=C/c1ccc2c(c1)OCO2` stands at -5
# CXCR6 inh result of `Cc1cc(C(F)(F)F)nn1CC(=O)Nc1cccnc1` stands at -4

# The listing continues.
SMILES,CCR6 antagonist,APOBEC3G inh,GRIN3A LBD mod,A3A deaminase,EBI2 antag,Gli-Sufu antag,MPTP inh,CXCR6 inh
CCOC(=O)c1c(C)[nH]c(N=Nc2cc(C(=O)O)cc(C(=O)O)c2)c1C,28,-1,-1,5,-2,-2,2.0,9
CC(C)(C)S(=O)(=O)/C(C#N)=N/Nc1ccc(C#N)cc1,34,1,-10,1,1,1,34,7
Cc1ccc(C(=O)NNC(=O)c2ccccc2)cc1S(=O)(=O)N1CCCCC1,8,-5,-3,-2,-6,9,-1.1,3
COc1cc(NS(=O)(=O)c2ccc(NC(=O)C34CC5CC(CC(C5)C3)C4)cc2)ncn1,-17,-6,-1,-2,-11,0,-2.0,-19
O=C(NCc1ccco1)c1ccc(-c2ccccc2Cl)o1,7,6,-2,-2,8,-21,3.6,-7
O=C(O)CSc1nnc(CNc2cccc(C(F)(F)F)c2)n1Cc1ccco1,3,-4,1,-1,-2,1,-0.6,6
CSCCC(NC(=O)COc1ccccc1)C(=O)Nc1ccc(C)cc1 (centres undefined),12,0,-2,3,-8,-2,2.0,1
O=C(Cc1ccccc1)Nc1nc(-c2cccc([N+](=O)[O-])c2)cs1,4,-9,-3,2,-7,-15,1.9,6
c1ccc(NC2=NCCN2CCC2CCCC2)cc1,-2,-11,-1,-4,-2,1,-0.2,7
O=[N+]([O-])c1ccc(N2CCNCC2)c(S(=O)(=O)N2CCOCC2)c1,15,-4,-1,-2,-5,5,-2.9,-16
COc1ccccc1NS(=O)(=O)c1cccc(C(=O)N/N=C2\CC(=O)CC(C)(C)C2)c1,8,-2,-2,-3,-9,-8,1.2,-6
Cc1ccc(NC(=O)CSc2nc(CSc3ccc(C)cc3)cc(=O)[nH]2)cc1,12,-7,-30,-3,-1,-20,-0.2,1
C=C(C)Cn1c(Sc2nnc(C)s2)nc2c1c(=O)[nH]c(=O)n2C,1,-4,2,-3,-10,2,1.6,2
Cc1ccccc1CN1C[C@@H]2C[C@@H](c3ccc4nsnc4c3)N3CCC[C@@]23C1=O,11,-6,-2,0,11,16,1.6,5
Cc1ccccc1N/C(SCc1cccc(Br)c1)=C(/C#N)C(N)=O,14,-5,-16,-5,7,9,0.6,2
CCN(C(=O)COC(=O)c1ccc2ccccc2c1)c1c(N)n(Cc2ccccc2)c(=O)[nH]c1=O,13,-5,-4,-1,-6,-3,-1.7,2
CCC(C)[C@H](NC(=O)N1CCn2c1nc1ccccc12)C(=O)NCCc1ccc(OC)c(OC)c1 (some centres undefined),17,-7,-3,-4,-3,-4,-1.9,5
COc1ccc(S(=O)(=O)Nc2c(C)n(C)n(-c3ccccc3)c2=O)cc1C(=O)O,5,-4,1,-7,-4,-4,0.1,1
COc1ccccc1-n1c(SCC(=O)NC2CC2)nc2ccccc2c1=O,2,-6,0,-4,-11,11,0.2,2
COC(=O)c1c(C(=O)OC)c(-c2ccc(OC)cc2)n2c1CS(=O)C2 (centres undefined),-6,-7,0,-3,-8,0,0.6,-2
CCOC(=O)/C=C/C(=O)N1CCc2ccccc21,9,-6,2,-3,5,-5,-1.2,-6
O=C(COC(=O)CCN1C(=O)/C(=C\C=C\c2ccccc2)SC1=S)Nc1cc(F)ccc1F,30,-3,-2,2,4,12,-0.1,-2
CCOC(=O)Cn1c(=O)oc2cc(S(=O)(=O)Nc3cccc(C)c3)ccc21,-6,2,-7,1,-3,3,-0.6,2
COC(=O)C1CCN(C2=C(NS(=O)(=O)c3ccc(Cl)cc3)C(=O)c3ccccc3C2=O)CC1,29,-3,-4,1,9,8,4.9,11
Cc1ccc(OCC(=O)Oc2cccc(C)c2)cc1,-11,-5,0,-2,-4,6,0.7,1
C=C(C)CSc1[nH]c(=O)cc(C)c1C#N,1,-7,0,-5,-5,0,0.3,-4
COc1cc(C(C(=O)NC2CCCCC2)N(C(=O)Cc2c[nH]c3ccccc23)c2ccc(C)cc2)cc(OC)c1OC (centres undefined),-26,-7,26*,-3,18,-8,-0.2,14
Cc1ccc(C(=O)C(C)OC(=O)Cn2[nH]c(=O)c3ccccc3c2=O)cc1C (centres undefined),12,0,3,26,-2,-21,1.0,6
COc1ccc(OC)c(CN2CCN(C(=O)c3cc(S(=O)(=O)Nc4ccccc4OC)ccc3C)CC2)c1,14,0,0,3,3,19,-0.9,-11
COc1ccc(CCNC(=O)C(=O)NCCC2CCCCN2S(=O)(=O)c2cccs2)cc1 (centres undefined),11,-5,0,-1,1,3,-0.8,-2
Cc1c(C=N)c(O)n(C)c(=O)c1C#N,13,4,1,3,-4,3,2.4,-4
Cc1oc(C(C)(C)C)cc1C(N)=O,3,-5,-1,-2,8,-10,4.9,3
Cc1ccc(C(=O)N[C@H](C(=O)NC2CCCCCCC2)C(C)C)cc1,1,-11,3,-3,2,-5,-1.4,1
COCCNC(=O)c1cc(-c2ccc(-c3ccccc3)cc2)nc2ccccc12,-2,-4,-11,3,9,8,-0.3,13
CC(=O)Nc1c2c(nn1-c1ccccc1C)CS(=O)C2 (centres undefined),-6,1,1,6,-10,-6,-0.8,2
O=C(c1ccc(Cn2cc(Cl)c([N+](=O)[O-])n2)cc1)N1CCN(Cc2ccccc2)CC1,6,5,0,-1,-1,-7,4.2,-7
CNC(=O)NC(=O)CSc1ccc(NC(C)=O)cc1,-2,0,1,2,-16,3,-0.9,-9
Cc1[nH]c2ccc(C(=O)N3CCC(C(N)=O)CC3)cc2c1C,2,-2,0,-2,-14,-32,0.2,1
O=C(O)C1CCCCC1C(=O)Nc1ccc(S(=O)(=O)N2CCCCCC2)cc1 (centres undefined),-10,-4,1,-2,-2,-9,-0.5,5
O=C(Cn1c(=O)oc2ccccc21)N1CCCCC1,1,-3,0,-1,-3,-1,-0.4,4
COc1ccc(C(=O)NCc2cccnc2)cc1OC,-7,-3,-1,0,-11,-2,1.2,-10
CC(=O)c1cccc(NC(=S)NC(=O)c2ccc(C)cc2Cl)c1,11,-3,0,-4,8,-48,1.2,11
CC1CCCN(S(=O)(=O)c2cc(C(=O)NCCc3ccc(S(N)(=O)=O)cc3)ccc2Cl)C1 (centres undefined),14,·,-3,·,3,11,0.7,-6
CCN(CC)Cc1c(O)c(Cl)cc2c(C)cc(=O)oc12,3,7,1,35,-6,-2,-0.2,-1
O=C(Cc1ccccc1Cl)Nc1cccc(S(=O)(=O)N2CCOCC2)c1,1,-4,0,-5,-3,-7,-0.7,-2
O=C(CCc1nc(-c2ccccc2)no1)NC1CCCCCC1,6,-8,-2,-6,-2,-4,0.7,-5
Cc1ccc(S(=O)(=O)Nc2nc(C)c(C(=O)Nc3ccccc3)s2)cc1,4,1,-10,4,-4,4,1.9,-4
Cc1ccc(C2NC(=O)NC3=C2CCc2ccccc23)cc1 (centres undefined),11,-7,1,0,-2,-2,2.6,9

# Ordered by value in APOBEC3G inh (descending): some entries from above.
SMILES,CCR6 antagonist,APOBEC3G inh,GRIN3A LBD mod,A3A deaminase,EBI2 antag,MPTP inh,CXCR6 inh
Cc1ccc(S(=O)(=O)Nc2nc(C)c(C(=O)Nc3ccccc3)s2)cc1,4,1,-10,4,-4,1.9,-4
CC(=O)c1cccc(NC(=S)NC(=O)c2ccc(C)cc2Cl)c1,11,-3,0,-4,8,1.2,11
O=C(Cc1ccccc1Cl)Nc1cccc(S(=O)(=O)N2CCOCC2)c1,1,-4,0,-5,-3,-0.7,-2

# Further records
SMILES,CCR6 antagonist,APOBEC3G inh,GRIN3A LBD mod,A3A deaminase,EBI2 antag,Gli-Sufu antag,MPTP inh,CXCR6 inh
CCOC(=O)C1/C(=N\O)CC(C)(O)C(C(=O)OCC)C1c1ccc(N(C)C)cc1 (centres undefined),-25,3,0,-17,-12,16,-0.5,-6
Cc1cc(OCC(=O)NCc2cccnc2)ccc1[N+](=O)[O-],-10,-2,1,1,2,-8,0.5,-2
N#Cc1cccc(CN2CCCN(Cc3ccc(F)cc3)S2(=O)=O)c1,14,-5,1,-4,13,-3,0.4,-5
C=C(C)CNC(=S)N/N=C/C1=CCC2CC1C2(C)C (centres undefined),25,-5,-4,-2,20,8,1.5,5
Cc1ccc(SC(=O)c2c(C)noc2-c2cc(C)on2)cc1,38,-6,4,-3,11,-1,-0.4,38
COc1ccc(CN(C)CC(=O)c2c(N)n(Cc3ccccc3)c(=O)n(C)c2=O)c(OC)c1,9,-10,0,2,3,10,-0.8,-3
COc1ccc(/C=N/Nc2nc(-c3ccc(C)cc3)c(NC(C)=O)s2)cc1OC,0,3,4,3,-3,8,0.6,-9
Cc1oc2cc3oc(=O)c(CCC(=O)N[C@H](C(=O)O)C(C)C)c(C)c3cc2c1C,9,-9,0,-4,-2,·,-1.3,1
COc1ccc(NCc2nnc(SCC(=O)Nc3ccccc3)n2C)cc1,-5,-7,-4,-5,3,-9,1.4,-14
COC(=O)c1ccccc1NC(=O)c1ccc(COc2ccc(C)c(C)c2)o1,0,-7,0,-5,-1,-36,0.6,14
NC(=O)c1c(C(F)(F)F)cc(-c2ccccc2)nc1NCCO,3,-3,-1,-3,3,2,0.7,-3
COc1cccc(C(=O)NCCSc2c(C)[nH]c3ccccc23)c1OC,7,-3,0,1,-12,-1,2.4,-1
Cc1cc(-c2nnc(SCC(=O)Nc3ccc(C(F)(F)F)cc3)n2C)no1,-1,-10,2,-4,-3,-3,1.6,4
CCCCN1C2CCCC1CC(NC(=O)c1ccc(OC)c(OC)c1)C2 (centres undefined),3,0,3,0,-4,0,-2.2,7
COC(=O)c1c(NC(=S)NN2CCOCC2)sc2c1CCCC2,-11,-3,-8,-5,5,4,0.9,7
O=C(O)CC/C(=C\c1cc([N+](=O)[O-])ccc1Cl)c1nc2ccccc2s1,-19,·,1,·,-4,6,-1.6,0
C#CCOCCOCCOCCNc1nc(N2CCOCC2)nc(N2CCN(C(=O)[C@H](C)n3cc(CCCN=C(N)N)nn3)CC2)n1,5,-10,3,-3,-11,5,-1.4,2
CN1CCN(C(=O)c2ccc(COc3ccc(C(C)(C)C)cc3)o2)CC1,9,-5,0,-4,15,-27,3.6,-8
O=C(Nc1ccc(S(=O)(=O)Nc2ncccn2)cc1)C1=NN(c2ccccc2)C(=O)CC1,10,-3,-3,10,-4,-8,0.9,-3
COc1ccc(C(C(=O)NC(C)(C)C)N(Cc2cccnc2)C(=O)CCC(=O)Nc2cc(C)on2)cc1 (centres undefined),3,-2,-1,1,2,-16,-0.4,5
